# D3 ag: D3 dopamine receptor (human) agonism; 410,000 tested, 0.58% active; P35462; max activation, %; D3R DiscoveRx beta-arrestin cells, luminescence, 90 min; AID 652048; in the data active means max activation above about 30%; further: 0% is about no effect; mostly tested at two doses, the higher about 12 µM
# Target sequence (P35462 whole entry, looked up): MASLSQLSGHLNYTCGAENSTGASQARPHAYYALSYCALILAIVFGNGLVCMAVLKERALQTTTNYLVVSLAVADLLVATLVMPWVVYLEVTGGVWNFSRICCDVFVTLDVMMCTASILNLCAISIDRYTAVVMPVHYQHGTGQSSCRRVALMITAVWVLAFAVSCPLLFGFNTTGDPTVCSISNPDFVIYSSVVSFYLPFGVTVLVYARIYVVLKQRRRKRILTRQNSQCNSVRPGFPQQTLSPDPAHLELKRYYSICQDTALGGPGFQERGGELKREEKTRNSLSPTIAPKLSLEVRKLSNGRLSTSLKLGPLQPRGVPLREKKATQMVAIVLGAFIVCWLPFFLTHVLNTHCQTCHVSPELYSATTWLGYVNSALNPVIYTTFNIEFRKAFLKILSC
#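 Agonist-mode cell screen: cells plated at 1500/well and incubated overnight at 37 °C, then exposed to library compounds for 90 min at 37 °C. Detection reagent was added for 30–60 min at room temperature, and luminescence was read.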
# TDP43 rescue: inhibitors of TDP-43 toxicity in yeast; 410,000 tested, 1.8% active; Potency, µM (series often up to 46.1 µM), for the others: at the top dose growth rescue (activation), most hits filed as activators; TDP-43 expressing yeast growth rescue, BacTiter-Glo, 24 h; further: potency means the concentration at half of the fitted maximal effect; % of control where 0% means no effect; nearly all actives have a fitted effect of over 50% in size
#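 Cell-based yeast growth screen: TDP-43 expression induced in galactose, inoculum OD600=0.02 after raffinose pregrowth to mid-log. Read-out BacTiter-Glo luminescence at 24 hr, 30 deg C; inhibition of toxicity seen as signal increase.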
# EPAC2 antag: EPAC2 (human) antagonism | Potency, µM (titrated, usually from 114 µM), for inactives: at the highest dose activity, negative = inhibition, hits mostly inhibitors | Q8WZA2 | 360,000 tested, 0.18% active | EPAC2 GEF exchange of Rap1B-BODIPY-GDP, fluorescence | AID 720708; further: potency means the concentration at half of the fitted maximal effect; on the % scale 0 is the no-effect control and ±100 the full control effect; nearly all actives have a fitted effect of over 45% in size; many of its hits are not listed in these tables
# Abeta yeast res: restores growth of yeast expressing A-beta42 peptide; yeast expressing A-beta42, growth rescue, OD600, 48 h; response scale: 0% DMSO, 100% iron-clioquinol control; Potency, µM (titrated, usually from 46.1 µM), for the others: top-dose growth rescue, hits mostly activators; 410,000 tested, 0.063% active; AID 1347071; further: potency means the concentration at half of the fitted maximal effect; nearly all actives have a fitted effect of over 55% in size
#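 Yeast A-beta toxicity model in growth medium with pinned compounds, 48 h at 30 C; growth read as absorbance at 600 nm. Normalized to FeCl3/clioquinol equimolar mix (positive) and DMSO (negative).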
# EPAC2 agonist: activates human EPAC2 exchange factor | Q8WZA2 | EPAC2 activation, biochemical qHTS; response scale: 100% = 6.5 mM cAMP response | Potency, µM (series often up to 154 µM), for the others: at the top dose activation, most hits filed as activators | 360,000 tested, 0.079% active | AID 720711; further: potency means the concentration at half of the fitted maximal effect; nearly all actives have a fitted effect of over 50% in size
#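 EPAC2 (100 nM) mixed with Rap1B loaded with BODIPY-GDP (250 nM) plus 50 uM unlabeled GDP; compounds pinned in, 5 min RT, then read every 5 min for 30 min (ex 480, em 540 nm). Normalized to cAMP control.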
# FUS yeast rescue: rescues growth of FUS-expressing yeast; AID 1347120; S. cerevisiae FUS-expressing, growth rescue, OD600, 24 h; 390,000 tested, 0.24% active; Potency, µM (top dose mostly 76.6 µM), for inactives: top-dose growth rescue (activation), most hits filed as activators;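 further: potency means the concentration at half of the fitted maximal effect; plate controls were DMSO vehicle for no effect and reference control for full effect; nearly all actives have a fitted effect of over 55% in size; some results filed as inactive show a strong effect at the top dose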
#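 Read-out: OD at 600 nm after 24hr at 30C, reporting rescue of FUS-induced yeast toxicity. Cells at OD 0.005 in galactose (2%) minimal medium; compounds tested in a dilution series; CP55940 titration from 92uM final as control.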
# D3 antag: D3 dopamine receptor (human) antagonism; P35462; D3R cells, DiscoveRx beta-arrestin luminescence, antagonist mode; stronger effect = lower value; max response, negative = inhibition, %; 360,000 tested, 2.5% active; AID 652054; in the data active means max response below about -50%; inconclusive means no clear call, values can overlap the other calls; further: on the % scale 0 is the no-effect control and ±100 the full control effect; mostly tested at two doses, the higher about 12 µM
#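 Cells expressing the human receptor were seeded at 1500 cells/well, incubated overnight at 37 degrees C in 5% CO2, then exposed to library compounds with dopamine controls for 90 minutes at 37 degrees C before luminescent detection.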
# aSyn rescue: inhibitors of alpha-synuclein toxicity in yeast; 370,000 tested, 0.14% active; Yeast expressing alpha-synuclein, growth rescue, BacTiter-Glo, 24 h; Potency, µM (series often up to 46.1 µM), inactives show at the top dose growth rescue (activation), hits mostly activators; further: potency means the concentration at half of the fitted maximal effect; % of control where 0% means no effect; nearly all actives have a fitted effect of over 65% in size
#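 Readout is rescue of growth in alpha-synuclein-expressing yeast, so inhibitors of toxicity appear as activators. Growth after 24 hr at 30 deg C in galactose medium is quantified by luminescence.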
# * = called active by the depositor; ? = inconclusive; nt = not tested or not shown; [ ] = another dose, or the depositor's remark. Unless noted, the call rests on the fitted dose curve; in most records, active means well fitted curve in the direction sought with a large enough effect; inconclusive means small, poorly fitted or top-dose-only effect, or another doubt; inactive means no such curve, though single readings can be large; an effect the other way counts as inactive or inconclusive.
canonical_smiles,D3 ag,TDP43 rescue,EPAC2 antag,Abeta yeast res,EPAC2 agonist,FUS yeast rescue,D3 antag,aSyn rescue
Cc1ccc2cc(C#N)c(SCC(=O)N3CCCc4ccccc43)nc2c1C,-12,1%,4%,-18%,3%,nt,0,-1%
CCOc1ccccc1NC(=O)c1ccc(OCC)c([N+](=O)[O-])c1,-3,3%,-6%,-12%,2%,-16%,-9,-10%
COc1ccc(/C=N/NC(=O)c2nc(-c3ccccc3)n(-c3ccccc3)n2)c(O)c1,4,-2%,-12%,-23%,18%,10%,-11,-8%
CN(C)N1C(N)=C(C#N)C(c2cccs2)C2=C1CCCC2=O (stereo unspecified),-9,-6%,-7%,-10%,12%,-9%,-25,-3%
O=C1C2(CCC13COC(c1ccc(O)cc1)OC3)COC(c1ccc(O)cc1)OC2 (stereo unspecified),7,-18%,12%,-14%,-2%,16%,14,-3%
O=C(Nc1ccncc1)c1cncc(Br)c1,-1,-19%,-2%,-4%,7%,5%,-5,7%
COC(=O)c1sc2ccccc2c1NC(=O)c1ccc(S(=O)(=O)N2CCCCC2C)cc1 (stereo unspecified),8,-2%,-2%,-11%,27%,nt,14,-1%
COc1cc(=O)n(C)c2c(OCC(O)C(C)(C)O)cccc12 (stereo unspecified),17,27%,11%,-22%,1%,-27%,0,1%
O=C(CCN1C(=O)c2ccccc2C1=O)OCN1C(=O)c2ccccc2C1=O,-7,1%,2%,-3%,0%,0%,-19,6%
COc1cccc(CN2CCN(CCCc3ccccc3)C(CCO)C2)c1OC (stereo unspecified),-21,-4%,-1%,7%,4%,0%,-20,-6%
Cc1cc(Cl)ccc1NC(=S)NCc1ccco1,2,8%,8%,15%,1%,nt,23,1%
O=C(CC(=O)c1ccccc1)c1ccccc1,-6,-18%,-7%,0%,13%,nt,-21,6%
O=[N+]([O-])c1ccc2c(c1)C(=Nc1ccccc1)c1ccccc1-2,5,2%,8%,-2%,13%,-18%,-1,10%
Cc1cc(C)c(NC(=O)C2CCCO2)c(C)c1 (stereo unspecified),10,9%,14%,-13%,12%,8%,5,8%
COc1ccc(C2=C/C(=C\c3cccc(OC(C)=O)c3)C(=O)O2)cc1,-2,18%,-4%,1%,?,2%,-18,0%
Cc1c(C(=O)OCC2CCCCC2)[nH]c2c1C(=O)CC(c1ccc(Cl)cc1)C2 (stereo unspecified),-3,18%,nt,-14%,nt,-16%,nt,nt
CCCCOc1ccc(C(=O)Nc2ccc(SC(F)F)cc2)cc1OC,0,-2%,4%,-1%,7%,-28%,?,-10%
COc1ccc(/C=N/NC(=O)c2ccc(N(C)S(=O)(=O)c3ccccc3)cc2)cc1OC,1,-5%,-1%,2%,14%,41%,-11,3%
O=C(NNC(=S)NCCCN1CCOCC1)c1ccncc1,-1,19%,4%,-1%,3%,-3%,8,1%
Cc1cnc(C(=O)OCC(=O)c2ccc(-c3ccccc3)cc2)cn1,2,18%,0%,5%,4%,-4%,-9,5%
COC(=O)C1=C(C)NC(=O)C1(NC(=O)c1cc(OC)c(OC)c(OC)c1)C(F)(F)F (stereo unspecified),3,15%,nt,5%,nt,-12%,nt,nt
CC(C)(C)C(=O)NC(=S)Nc1sc2c(c1C#N)CCCCC2,19,?,10%,15%,-4%,18%,-14,-2%
C=CCn1c(-c2ccc(N)cc2)nc2ccccc21,-9,-5%,11%,-10%,7%,-14%,?,0%
CCNC(=O)C1(C)CCCN1Cc1ccccc1Cl (stereo unspecified),-2,5%,-19%,13%,2%,-15%,-9,-1%
Cc1ccc(NC(=O)CN2CCN(c3ccccn3)CC2)c(Cl)c1,1,7%,-6%,4%,9%,-4%,18,-1%
CCCCCCSc1nsc(N)n1,0,?,-9%,-6%,2%,7%,11,-7%
COc1ccc(OC2(C)CCN(Cc3ccc(-c4ccccc4)o3)C2)cc1 (stereo unspecified),-18,12%,13%,-3%,12%,-3%,-128*,4%
Cc1nn(C)c(C)c1NC(=O)c1cc2nc(-c3ccco3)cc(C(F)(F)F)n2n1,5,-7%,1%,-2%,5%,2%,9,1%
Cc1c(/C=N/O)c2ccccn2c1C=O,1,?,-9%,-14%,-2%,-28%,12,6%
CSc1ncccc1C(=O)OCc1ccccc1F,5,6%,-3%,13%,1%,-8%,18,4%
O=C(NC1CCCCC1)[C@H](O)[C@@H](O)C(=O)NC1CCCCC1,1,13%,2%,1%,2%,-14%,?,0%
COc1cccc(OC)c1C1=CC(=O)C[C@H](c2ccc3c(c2)OCO3)C1,-15,?,-10%,-29%,25%,20%,-29,-6%
O=C1N=C(N2CCCCC2)S/C1=C\c1ccc(Br)cc1,-1,0%,8%,-9%,-5%,-8%,-2,-9%
CC(=O)Nc1ccc(NC(=O)C(=O)NCC(c2ccco2)N2CCc3ccccc32)cc1 (stereo unspecified),6,0%,-3%,1%,-5%,-2%,11,1%
COc1ccc(-c2cc3nc(NCCOc4ccccc4)ccn3n2)cc1,14,29%,8%,18%,24%,7%,35,1%
COc1ccc(C(=O)N(CCc2ccccc2)Cc2ccccc2)cc1S(=O)(=O)N1CCOCC1,-1,15%,-1%,15%,5%,22%,10,8%
CC1=C(C(=O)Nc2ccccc2)C(c2ccc(O)cc2)n2nc(SCc3ccccc3)nc2N1 (stereo unspecified),-12,-4%,nt,-17%,nt,?,nt,nt
Cc1nnc2c(Nc3cccc(O)c3)nc3ccccc3n12,14,26%,nt,-15%,nt,-17%,nt,nt
Cc1ccc(OC(=O)COc2ccccc2C)c(-n2nc3ccccc3n2)c1,-8,-5%,-2%,-5%,9%,-1%,19,-21%
COc1ccc(OC)c(NC(=O)Cn2cc(C(=O)c3cccs3)c3ccccc32)c1,-8,11%,nt,0%,nt,18%,nt,nt
COc1cc(Nc2ncnc3onc(-c4ccc(Cl)cc4)c23)cc(OC)c1,9,17%,nt,-2%,nt,0%,nt,0%
CC(C)c1ccc(NS(=O)(=O)c2ccc3[nH]cc(C(=O)NC4CCCC4)c(=O)c3c2)cc1,8,0%,nt,11%,nt,-7%,nt,nt
Cn1c(=O)[nH]c(=O)c2c1nc1n2CCN1c1ccccc1,45*,-11%,nt,-15%,nt,?,nt,nt
CC1CCCN(C(=O)CN2C(=O)NC(C)(c3ccc4ccccc4c3)C2=O)C1 (stereo unspecified),0,-19%,-6%,-3%,5%,11%,-12,5%
COC(=O)C1=CN(C)C=C(C(=O)OC)C1c1ccsc1,5,-2%,15%[57.1 µM],-18%,0%,-9%,-13,4%
CCN(CC)C(=O)CSc1nc2ccccc2c(=O)[nH]1,2,4%,-3%,-5%,4%,-2%,16,0%
CN(C(=O)c1cccc(C#N)c1)c1nnc(-c2cnccn2)s1,0,1%,1%,-6%,0%,14%,9,2%
Cc1ccc(Cl)cc1NC(=O)C(=O)NCC(c1cccnc1)N1CCc2ccccc21 (stereo unspecified),9,?,nt,34%,nt,32%,nt,nt
C/C(=N/Nc1nc(-c2ccccc2)c(CC(=O)O)s1)c1ccccc1,-5,14%,-5%,11%,2%,35%,-24,-2%
COc1ccc(C(CNC(=O)c2cccc(S(=O)(=O)Nc3ccccc3OC)c2)N2CCCCC2)cc1 (stereo unspecified),-28,5%,-6%,10%,4%,1%,-81*,1%
COC(=O)c1sc(NC(=O)COc2ccccc2)nc1C,-2,21%,?,17%,11%,8%,-2,-2%
COc1cccc(NC(=S)Nc2cc(C(=O)O)ccc2N2CC3CC(C2)c2cccc(=O)n2C3)c1 (stereo unspecified),0,11%,0%,6%,1%,?,-4,2%
COc1ccc(CNC(=O)Cn2c(SCC(=O)N(C)c3ccccc3)nc3ccccc32)cc1,-16,0%,nt,-10%,nt,21%,nt,nt
Cc1cn(C2OC(COC(=O)c3ccccc3)C(OC(=O)c3ccccc3)C2OC(=O)c2ccccc2)c(=O)[nH]c1=O (stereo unspecified),15,-16%,-1%,15%,7%,25µM*,7,23%
CCOC(=O)c1c(S(=O)(=O)Nc2ccccc2OCC)c(C)n(C)c1C,0,4%,-6%,8%,-1%,-18%,7,2%
COc1ccc(N2CCN(CCOc3ccc4c(C)cc(=O)oc4c3)CC2)cc1,-17,16%,4%,2%,0%,nt,-51*,3%
Cc1ccccc1NS(=O)(=O)c1ccc(C2CNC(=O)C2)cc1 (stereo unspecified),-4,-17%,-3%,-17%,14%,13%,-104*,1%
CC(NCc1ccc([N+](=O)[O-])cc1)C1COc2ccccc2O1 (stereo unspecified),-13,-13%,-12%,-11%,19%,17%,-16,1%
CC(=O)Nc1ccc(-c2ccnc3c2CC(C)(C(=O)Nc2ccc(Cl)cc2)O3)cc1 (stereo unspecified),-2,?,?,-57%[inhibitor],5%,?,-9,-33%[inhibitor]
COc1ccccc1N(C)S(=O)(=O)c1ccc(C(=O)OCC(=O)NCCC2=CCCCC2)cc1,-14,4%,1%,16%,17%,20%,-7,9%
CCc1nnc(NC(=O)C2CCCN2S(=O)(=O)c2ccccc2)s1 (stereo unspecified),-3,-17%,7%,0%,-7%,-8%,3,1%
O=S(=O)(Cc1cc(-c2ccc(Cl)cc2)no1)c1ccccc1,-3,10%,-1%,-14%,2%,-14%,15,19%
O=C(CSc1nc2ccccc2c(=O)n1CCCN1CCOCC1)Nc1cccc(S(=O)(=O)N2CCCCCC2)c1,-1,1%,-13%,15%,13%,15%,-27,-3%

# Structures listed so far containing bromine (2):
canonical_smiles,D3 ag,TDP43 rescue,EPAC2 antag,Abeta yeast res,EPAC2 agonist,FUS yeast rescue,D3 antag,aSyn rescue
O=C(Nc1ccncc1)c1cncc(Br)c1,-1,-19%,-2%,-4%,7%,5%,-5,7%
O=C1N=C(N2CCCCC2)S/C1=C\c1ccc(Br)cc1,-1,0%,8%,-9%,-5%,-8%,-2,-9%

# Assay outcomes deposited in PubChem by National Center for Advancing Translational Sciences (NCATS).

# Some of the compounds tested. The share of hits here may be higher or lower than overall.
